# RXFP1 antag: RXFP1 (human) relaxin receptor antagonism; Q9HBX9; HEK293-RXFP1, relaxin-stimulated cAMP HTRF, 30 min; active compounds read low; activity change, negative = inhibition, % at 57.5 µM; actives 0.59% (n = 350,000); AID 1259400;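 active means activity change of -60% or lower, but not beyond a set lower limit; inconclusive means change between -60% and -40%, or beyond the set limit; inactive means change above -40%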; further: on the % scale 0 is the no-effect control and ±100 the full control effect
# TRHR agonist: TRH receptor (human) agonism; P34981; TRHR cells, calcium flux fluo-8, FDSS agonist mode; activation, % at 2 µM; actives 0.18% (n = 360,000); AID 493084; in the data active means activation above about 30%; further: 0% is about no effect
#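 Agonist-mode FDSS calcium read (Ex 480/Em 530, 1 s cycles) in 1536-well TRHR cells with fluo-8 dye, after 10-cycle baseline and 23 nL compound addition; TRH at EC20 (10 nM final) added afterwards for the enhancer phase.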
# Apoferritin bind: binds horse apoferritin like a general anesthetic. apoferritin/1-aminoanthracene competitive binding, fluorescence. Potency, µM (top dose mostly 77.5 µM), inactives show at the top dose activity change, negative = displacement, usual class: inhibitors. actives 0.074% (n = 350,000); further: potency means the concentration at half of the fitted maximal effect; on the % scale 0 is the no-effect control and ±100 the full control effect; nearly all actives have a fitted effect of over 20% in size
# Target sequence (P02791 2-175 limits assumed): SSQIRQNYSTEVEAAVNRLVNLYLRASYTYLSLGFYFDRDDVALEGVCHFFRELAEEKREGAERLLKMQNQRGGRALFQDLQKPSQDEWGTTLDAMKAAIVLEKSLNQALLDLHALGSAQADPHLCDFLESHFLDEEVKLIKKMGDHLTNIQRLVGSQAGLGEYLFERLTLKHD
#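 Horse-spleen apoferritin (10 uM) in 50% saturated 1-aminoanthracene in PBS was incubated 10 min at room temperature with compound. Fluorescence (ex 380, em 535 nm) was normalized to free and bound 1-AMA, with concentration-response fitted by a four-parameter Hill equation.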
# D2 potentiator: positively modulates the human D2 dopamine receptor allosterically; P14416; HEK293 T-REx D2, calcium flux, EC20 dopamine potentiation; potentiation, % at 10 µM; actives 0.34% (n = 340,000); AID 485347;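 active means potentiation over 3 SD above the plate norm, cut at about 30% in these data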; further: 0% is about no effect
# Target sequence (P14416 whole entry, looked up): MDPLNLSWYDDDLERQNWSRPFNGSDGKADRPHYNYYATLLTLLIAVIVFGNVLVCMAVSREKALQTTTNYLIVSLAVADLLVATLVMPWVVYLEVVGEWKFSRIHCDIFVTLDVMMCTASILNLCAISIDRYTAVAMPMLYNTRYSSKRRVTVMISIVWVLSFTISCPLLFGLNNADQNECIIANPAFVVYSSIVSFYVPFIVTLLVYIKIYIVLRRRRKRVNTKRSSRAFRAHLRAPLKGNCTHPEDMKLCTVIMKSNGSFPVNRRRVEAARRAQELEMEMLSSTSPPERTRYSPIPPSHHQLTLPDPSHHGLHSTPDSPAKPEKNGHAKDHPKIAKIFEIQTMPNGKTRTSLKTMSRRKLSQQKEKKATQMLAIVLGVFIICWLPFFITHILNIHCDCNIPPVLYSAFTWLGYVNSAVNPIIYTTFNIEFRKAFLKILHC
#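 Using a no-wash calcium dye in inducible, force-coupled HEK293 Trex cells expressing D2, we tracked fluorescence each second for 180 s after compound, then for 180 s after EC20 dopamine to detect augmented signalling.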
# D1 PAM: potentiators of human D1 dopamine receptor. P21728. HEK293 TREx D1 cells, calcium flux, dopamine EC20 potentiation. potentiation, % at 10 µM. actives 0.036% (n = 360,000). AID 504651; in the data active means potentiation above about 30%; further: 0% is about no effect
# Target sequence (P21728 whole entry, looked up): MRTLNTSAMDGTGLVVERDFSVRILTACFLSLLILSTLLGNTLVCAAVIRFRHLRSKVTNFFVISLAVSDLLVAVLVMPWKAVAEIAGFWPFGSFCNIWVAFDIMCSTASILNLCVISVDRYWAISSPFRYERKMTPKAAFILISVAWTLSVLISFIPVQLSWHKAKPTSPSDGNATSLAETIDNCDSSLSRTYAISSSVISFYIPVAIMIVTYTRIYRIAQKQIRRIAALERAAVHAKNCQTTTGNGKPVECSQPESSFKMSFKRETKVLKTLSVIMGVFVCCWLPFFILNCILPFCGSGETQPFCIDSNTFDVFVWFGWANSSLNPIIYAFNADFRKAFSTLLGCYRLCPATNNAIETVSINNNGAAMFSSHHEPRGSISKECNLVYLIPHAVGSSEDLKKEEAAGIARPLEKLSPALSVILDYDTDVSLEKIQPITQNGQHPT
# D1 ag: human D1 receptor agonism; P21728; HEK293 T-REx D1 cells, calcium flux, agonist mode; activation, % at 2 µM; actives 1% (n = 360,000); in the data active means activation above about 30%; further: 0% is about no effect
#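 Agonism was scored from calcium flux recorded over 180 s (1 read/s) after pintool compound addition, following a 10-cycle baseline. Cells were inducible force-coupled HEK293 TREx D1, plated overnight at 30 C and loaded with no-wash calcium dye.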
# TRHR enhancer: allosteric enhancers of human TRH receptor; TRHR cells, fluo-8 calcium fluorescence, EC20 TRH enhancement; enhancement, % at 2 µM; actives 0.66% (n = 360,000); AID 493056; in the data active means enhancement above about 30%; further: 0% is about no effect
#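 TRHR-expressing cells loaded with fluo-8 calcium dye were read kinetically (ex 480/em 530) during compound addition, then stimulated with an EC20 of TRH (10 nM final). Enhancement of the Gq-mediated intracellular calcium response was scored.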
# RXFP1 ag: agonists of human relaxin receptor RXFP1; AID 2676; actives 0.3% (n = 370,000); Potency, µM (titrated, usually from 57.5 µM), inactives show top-dose activation, usual class: activators; HEK293T-RXFP1 cAMP TR-FRET, 30 min; response scale: percent of porcine relaxin response, buffer zero; Q9HBX9; further: potency means the concentration at half of the fitted maximal effect; on the % scale 0 is the no-effect control and ±100 the full control effect; nearly all actives have a fitted effect of over 60% in size; many of its hits are not listed in these tables
#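 cAMP rise read by TR-FRET after 30 min, 37C compound exposure (up to 58 uM) in RXFP1-transfected HEK293 cells with Ro 20174 present. EC50 from Hill-equation fits, with 29 nM porcine relaxin as 100% and buffer as basal.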
# D1 antagonist: antagonists of human D1 dopamine receptor. P21728. HEK293 TREx D1 cells, calcium flux, dopamine EC80; active compounds read low. activity change, negative = inhibition, % at 10 µM. actives 3.2% (n = 360,000). AID 504652; in the data active means activity change below about -30%; further: on the % scale 0 is the no-effect control and ±100 the full control effect
#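 Inducible Hek293 Trex D1 cells (tetracycline, overnight, 30 C). Calcium dye 30–90 min RT. Antagonist mode: EC80 dopamine added after 180 s compound read.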
# An asterisk follows results filed as active; ? = inconclusive; / = no result given; & = joins results of further samples; [ ] = dose if it differs, or a comment. Unless noted, the call rests on the fitted dose curve; in most records, active means well fitted curve in the direction sought with a large enough effect; inconclusive means small, poorly fitted or top-dose-only effect, or another doubt; inactive means no such curve, though single readings can be large; an effect the other way counts as inactive or inconclusive.
SMILES,RXFP1 antag,TRHR agonist,Apoferritin bind,D2 potentiator,D1 PAM,D1 ag,TRHR enhancer,RXFP1 ag,D1 antagonist
Cc1ccc(C(=O)Oc2ccc3ccc(=O)oc3c2)cc1,-2,0.1,-5%,-4,-5,1,-4,4.5%,-13
Cc1cc(C(=O)N2CCN(c3cccc(Cl)c3)CC2)c2c(C)nn(-c3ccccc3Cl)c2n1,/,0.0,-12%,-10,2,1,13,1.2%,6
O=C(Nc1ccc(F)cc1F)c1ccco1,3,0.0,-7%,-17,-3,1,-5,2.2%,-14
O=C(O)c1cccc(NC(=O)c2ccc(CN3C(=O)c4ccccc4C3=O)cc2)c1,-3,0.0,1%,2,0,6,4,0.5%,34
O=C(c1ccccc1)n1nc(-c2ccc(Cl)cc2)nc1NCc1ccco1,/,2.8,-4%,-3,3,18,8,1.1%,3
Cc1ccc(CN(C(=O)c2sc3ccccc3c2Cl)C2CCS(=O)(=O)C2)cc1 (stereo unspecified),-2,0.6,-3%,/,5,6,9,0.5%,2
CCN(CC)c1ccc(NC(=O)c2cc(OC)cc(OC)c2)c(C)c1,-5,0.2,-8%,/,0,-2,5,-0.4%,12
O=C(Cn1c(NCCO)nc2ccccc21)c1ccccc1,-3,0.3,2%,0,0,0,-4,0.8%,-1
COc1ccccc1C(c1nnnn1CCc1ccccc1)N1CCN(c2ccccc2)CC1 (stereo unspecified),1,-0.5,-13%,7,-10,3,-2,0.8%,1
O=C(N/N=C/c1ccccc1)c1n[nH]c2c1CCCC2,10,-0.6,-13%,-3,1,2,5,0.5%,-17
Cc1nn(-c2ccccc2)c2c1cc1c(=O)n(C)c(=O)nc-1n2-c1ccccc1F,5,0.8,38%[activator],-7,-2,1,5,9.0%,14
CN1CCN(S(=O)(=O)c2ccc(NC(=O)c3cccc(F)c3)cc2)CC1,-9,1.6,-7%,17,-15,2,-7,5.6%,3
O=C(c1cc2sccc2n1Cc1ccc(F)cc1)N1CCCc2ccccc21,-4,1.0,-9%,-8,3,2,9,-1.6%,-5
CC(C)(C)OC(=O)NCCCC[C@H](NC(=O)c1[nH]cnc1C(=O)Nc1ccc(Cl)cc1)C(=O)OC(C)(C)C,/,1.0,-13%,8,-2,6,4,-3.3%,-5
CCOC(=O)N1CCN(Cc2nc3cc(NC(=O)CC(C)C)ccc3n2C)CC1,8,-0.5,1%,6,5,0,17,0.1%,2
CC(=O)c1ccc(OCCCC(=O)Nc2cc(S(=O)(=O)N3CCCCC3)ccc2C)cc1,9,-0.1,/,-5,-3,13,0,2.5%,-18
C=CCN1C(=O)c2ccc(C(=O)OCC(=O)Nc3ccccc3OC)cc2C1=O,2,-0.1,/,4,-1,1,0,4.6%,-8
CC(CNC(=O)c1cnn(-c2ccc(F)cc2)c1-n1cccc1)c1ccccc1 (stereo unspecified),/,0.4,86%[activator],-4,-1,9,-7,-1.3%,-14
CC(C)CC(NS(=O)(=O)c1ccc2c(c1)oc(=O)n2C)C(=O)NCc1ccccc1Cl (stereo unspecified),/,1.4,12%,3,-3,3,-12,-0.9%,15
CC(C)CC(=O)Nc1c(C(=O)N2CCN(c3ccccc3)CC2)oc2ccccc12,-6,-0.4,?,3,-4,0,0,-0.2%,-13
CCCCNc1nnc(SCC(=O)N2CCN(S(=O)(=O)c3ccc4ccccc4c3)CC2)s1,-10,-0.4,59%[activator],3,-4,2,-5,0.0%,-12
Cc1ncoc1C(=O)N1CCCC(C(=O)c2ccc(-c3ccccc3)c(F)c2)C1 (stereo unspecified),-2,-0.6,-19%,-3,3,1,-1,-3.6%,-15
Cc1cc(=O)[nH]c(SC(C)C(=O)Nc2cccc3ccccc23)n1 (stereo unspecified),2,-1.0,2%,-4,5,3,3,2.2%,-3
Cc1cc(NC(=O)c2ccccc2)cc(NC(=O)c2ccccc2)c1C,-2,-0.6,1%,1,0,1,-5,7.8%,-4
O=S(=O)(NCC(c1ccco1)N1CCOCC1)c1cc(F)ccc1F (stereo unspecified),/,0.0,-4%,1,0,-3,0,2.3%,/
# (more compounds)
SMILES,RXFP1 antag,TRHR agonist,Apoferritin bind,D2 potentiator,D1 PAM,D1 ag,TRHR enhancer,RXFP1 ag,D1 antagonist
COc1ccc(N(CC(=O)NCc2ccc(F)cc2)S(=O)(=O)c2c(C)noc2C)cc1,4,-0.7&-1.2,-9%&-15%,6&19,-1&0,2&-2,-1&-1,-0.2%&3.1%,-3&18
CCOC(=O)CCc1c(C)c2ccc(OCc3nn[nH]n3)cc2oc1=O,1,-0.4,-11%,2,-4,4,-2,5.9%,-17
CCn1ccc(C(=O)Nc2c(C)nn(Cc3c(F)c(F)c(F)c(F)c3F)c2C)n1,-14,-0.1,-7%,-9,-2,5,-6,-0.7%,6
C/C(N)=C(/C#N)C(=O)COC(=O)CCCNC(=O)c1ccc(Cl)cc1,-1,0.0,-4%,-7,-5,2,-4,-0.2%,12
O=C(CSc1n[nH]c(-c2ccccc2Cl)n1)NC1CCCCC1,-2,-1.3,-6%,3,/,9,7,-3.4%,4
CC(C)CCNC(=O)Nc1ccc2c(c1)N(C)C(=O)CS2,-1,-0.3,?,-14,-8,2,-6,0.5%,-6
CC(=O)Nc1cccc(Cl)c1C(=O)O,-4,0.0,-2%,-10,-1,4,-2,-0.1%,6
Cc1ccc(-c2[nH]c(=O)n3ccncc23)s1,-8,0.7,-2%,10,4,2,3,-4.2%,19
Cc1ccc(N2C(=O)C(NC(=O)c3c(F)cccc3F)(C(F)(F)F)C3=C2CC(C)(C)CC3=O)cc1 (stereo unspecified),-6,-0.4,0%,-5,-6,2,1,0.7%,2
COc1ccc(N(CC(=O)Nc2ccccc2C(=O)NCCc2ccccc2)S(C)(=O)=O)cc1OC,8,-1.4,?,3,-4,2,-7,1.5%,-2
CCOc1ccc(NC(=O)CCc2nnc3n(C)c(=O)c4sccc4n23)cc1,/,-0.5,12%,7,0,0,14,11%,-5
CC1=NN(C(N)=S)C(=O)C1N=Nc1cccc(C)c1 (stereo unspecified),-1,-1.3,-4%,18,6,2,-4,3.0%,-3
CCOC(=O)CSc1nc2ccccc2c(=O)n1CC(C)C,5,-1.3,-6%,6,-2,3,-1,0.1%,10
CCSC1=N/C(=C\c2ccc3c(c2)OCO3)C(=O)S1,10,0.7,0%,-5,-3,3,-2,0.4%,-10
CC(NC(=O)c1ccccc1F)C(=O)O (stereo unspecified),4,1.1,-5%,13,-2,2,2,0.2%,-3
Cc1ccc([N+](=O)[O-])cc1-c1ccc(/C=N/NC(=O)c2cc3c(ccc4ccccc43)o2)o1,-11,0.1,-12%,11,0,3,3,1.2%,-12
CCOC(=O)c1c(C)oc2c1C(=O)c1ccccc1C2=O,-2,0.6,-8%,2,-1,2,-11,6.7%,7
Cc1ccsc1C(=O)NNC(=O)C1C2C=CC(C2)C1C(=O)O (stereo unspecified),0,-1.5,-15%,-1,-4,2,11,-2.2%,-19
Cn1ncc([N+](=O)[O-])c1C(=O)Nc1ccc(-c2nc3ccccc3o2)cc1,-1,1.0,-12%,-1,-7,12,7,0.1%,-2
CCCc1cc(=O)[nH]c(SCC(=O)Nc2cccc3ccccc23)n1,-2,-0.6,-7%,/,-8,3,7,1.5%,13
O=C(OCC(O)CO)c1ccccc1Nc1ccnc2cc(Cl)ccc12 (stereo unspecified),-14,-0.2,-10%,-9,-5,5,-1,0.5%,-17
CCOC(=O)C1(CCOc2ccccc2)CCN(Cc2ccc(O)c(OCC)c2)CC1,5,1.7,-11%,-14,-1,7,-1,0.8%,-15
COc1ccc(CN(CC2CCCO2)C(=O)CN2C(=O)COc3ccccc32)cc1OC (stereo unspecified),-8,-0.3,7%,8,1,-1,7,-1.8%,10
O=C(NCc1ccco1)c1ccc(Cl)s1,6,-0.1,-14%,8,-1,3,-2,0.2%,3
Cc1nn(CCO)c2ncc(C(=O)c3cc(F)ccc3O)cc12,-5,0.6,-4%,11,-1,0,0,0.7%,22

# Not a retest: entries from further up.
SMILES,RXFP1 antag,TRHR agonist,Apoferritin bind,D2 potentiator,D1 PAM,D1 ag,TRHR enhancer,RXFP1 ag,D1 antagonist
COc1ccc(N(CC(=O)NCc2ccc(F)cc2)S(=O)(=O)c2c(C)noc2C)cc1,4,-0.7&-1.2,-9%&-15%,6&19,-1&0,2&-2,-1&-1,-0.2%&3.1%,-3&18
CCOC(=O)CCc1c(C)c2ccc(OCc3nn[nH]n3)cc2oc1=O,1,-0.4,-11%,2,-4,4,-2,5.9%,-17
CCn1ccc(C(=O)Nc2c(C)nn(Cc3c(F)c(F)c(F)c(F)c3F)c2C)n1,-14,-0.1,-7%,-9,-2,5,-6,-0.7%,6
C/C(N)=C(/C#N)C(=O)COC(=O)CCCNC(=O)c1ccc(Cl)cc1,-1,0.0,-4%,-7,-5,2,-4,-0.2%,12

# (listing goes on)
SMILES,RXFP1 antag,TRHR agonist,Apoferritin bind,D2 potentiator,D1 PAM,D1 ag,TRHR enhancer,RXFP1 ag,D1 antagonist
O=C1OC(CO)CN1Cc1ccccc1 (stereo unspecified),-4,0.1,6%,-10,4,0,0,-0.4%,-40*
COc1ccc2cc3cc(C(=O)NCCCN4CCC(C)CC4)oc3nc2c1,9,0.1,103%[activator],1,9,0,-8,2.8%,-14
Cc1ccc(CN2CCN(Cc3cccn3-c3ccccn3)CC2CCO)o1 (stereo unspecified),3,0.7,-2%,6,1,-1,1,1.6%,4
CC(NC(=O)c1cccc(S(=O)(=O)N2CCc3ccccc3C2)c1)c1ccco1 (stereo unspecified),2,-0.2,/,-10,0,7,5,2.3%,18
CCCC(=O)N1CCN(c2ccc(NC(=O)c3ccc([N+](=O)[O-])o3)cc2Cl)CC1,13,0.8,?,-7,-3,10,27,0.0%,-2
Cc1ccn2c(NC(=O)c3cccc(Cl)c3)c(-c3ccccc3)nc2c1,/,-0.5,-14%,6,-1,0,0,-0.5%,-5
O=C(O)c1cc([N+](=O)[O-])ccc1NCc1ccccc1,-7,0.6,?,4,-4,0,-2,0.0%,/
COc1cccc(NC(=O)CSc2nc(C)cs2)c1,-3,-0.2,-22%,6,1,-2,5,-1.0%,-3
COc1ccc(OCc2n[nH]c(=S)n2N)cc1,5,-0.8,-16%,/,-2,0,41*,0.7%,-4
O=C(CN1CCCCCC1)Nc1ccc(Br)cn1,5,-1.1,-12%,12,-1,12,-28,-2.0%,-5
CN(C(=O)c1ccccc1-c1ccccc1C(=O)O)c1ccccc1,13,1.0,-2%,6,-6,-2,1,-4.5%,6
O=C1c2ccccc2C(=O)N1CCCCCCc1ccccc1,/,0.3,/,-8,-4,5,-11,1.1%,/

# Assay outcomes (PubChem)

# A portion of the library (hit frequency here may not be typical).
